# Growth percent in the NCI-60 one-dose screen (48 h, 10 µM unless noted): 100 = growth as untreated, 0 = no growth, -100 = all killed.
# CAKI-1: CAKI-1 renal cancer; 4.7% of 75,000 active
# UO-31: UO-31 renal cancer; 5.2% of 81,000 active; AID 1794768
# SN12C: SN12C renal cancer cells; 3.8% of 81,000 active
# DU-145: DU-145 prostate cancer | 4.2% of 81,000 active
# TK-10: TK-10 renal cancer cells; AID 1794769; 3.9% of 81,000 active
# A498: A498 renal cancer cells. 5.4% of 76,000 active. AID 1794774
# RXF 393: RXF 393 renal cancer cells; 6.9% of 77,000 active; AID 1794773
# ACHN: ACHN renal cancer; AID 1794771; 4.9% of 81,000 active
# 786-0: 786-0 renal cancer cells; 5.1% of 81,000 active
# Numbers without * were called inactive; . = not tested or not shown. Rule for the calls: active = growth percent below 10; inactive = the rest. No enrichment for hits; overall some 11% were active at least once.
SMILES,CAKI-1,UO-31,SN12C,DU-145,TK-10,A498,RXF 393,ACHN,786-0
Nc1nc(-c2nnc(Nc3ccc(Oc4ccccc4)cc3)s2)cs1,101,96,101,108,98,100,112,108,105
N#Cc1ccc(OC(=O)Nc2ccc(F)cc2)cc1,88,74,97,89,92,107,124,96,92
CN(C)C(Br)C(=O)c1ccccc1 (stereo not given),.,88,105,112,99,121,108,100,101
O=C(c1ccc(Cl)cc1)c1ccc(Cl)cc1,115,108,102,108,101,98,103,123,114
O=c1[nH]c2cc3c(cc2n2cccc12)oc1ccccc13,97,88,107,.,127,113,124,112,101
Oc1ccc(Cl)cc1/C=C1/CCc2cc3cc(Cl)ccc3[o+]c21,103,84,98,105,130,103,118,110,107
O=c1c2sc3ccccc3c2nc2ccccn12,84,78,101,110,178,.,110,100,102
COC1=CC(=Nc2cc(Br)c(O)c(Br)c2)C=CC1=O,103,72,102,113,117,103,108,102,92
N=C1c2ccccc2-c2ccccc21,118,103,106,111,104,103,.,101,106
c1ccc(Cn2cc(-c3ccccc3)c3ncnc(N4CCOCC4)c32)cc1,80,54,92,89,87,83,87,92,91
Cc1ccc(C(=O)OCC(=O)Nc2ncc(Cl)c(C)c2Cl)s1,91,81,107,124,119,76,.,98,103
CN(C)CCCN(c1nc(C(Cl)(Cl)Cl)ns1)c1nc(C(Cl)(Cl)Cl)ns1,44,-85*,42,75,64,74,37,55,42
CCOC(=O)C1[C@@H]2C(=O)N(c3ccc(OC)cc3)C(=O)[C@@H]2[C@H](c2cn(-c3ccccc3)nc2C)N1Cc1ccccc1 (stereo not given in full),101,93,95,103,106,104,86,85,100
c1ccc2c(-c3cccc4ccccc34)cccc2c1,95,84,88,105,79,76,.,106,98
CS(=O)(=O)CC1=NC(=N)N=C1CS(C)(=O)=O,93,.,94,106,96,107,108,107,99
NC(=S)N/N=C/c1ccc([N+](=O)[O-])o1,94,.,103,106,100,84,103,99,.
COc1cc2nc(-c3ccc(-c4nn[nH]n4)cc3)[nH]c(=O)c2cc1OC,-1.7*,86,140,114,246,147,.,111,104
C=CCC(=O)N[C@@H](/C=C/C(=O)O)Cc1ccc(-c2cc(Cl)cc(Cl)c2)cc1,82,69,82,85,73,.,81,90,90
Clc1cccc(-c2nc(N3CCOCC3)c3c4c(sc3n2)CCCC4)c1,85,93,97,110,100,115,115,99,96
Cc1cccc(Nc2nc(N)nc(N)c2N)c1,65,82,72,106,379,89,88,103,103

# As a working copy, some entries already given:
SMILES,CAKI-1,UO-31,SN12C,DU-145,TK-10,A498,RXF 393,ACHN,786-0
N=C1c2ccccc2-c2ccccc21,118,103,106,111,104,103,.,101,106
c1ccc(Cn2cc(-c3ccccc3)c3ncnc(N4CCOCC4)c32)cc1,80,54,92,89,87,83,87,92,91
Cc1ccc(C(=O)OCC(=O)Nc2ncc(Cl)c(C)c2Cl)s1,91,81,107,124,119,76,.,98,103

# Compounds shown so far that have a Cl atom (six):
SMILES,CAKI-1,UO-31,SN12C,DU-145,TK-10,A498,RXF 393,ACHN,786-0
O=C(c1ccc(Cl)cc1)c1ccc(Cl)cc1,115,108,102,108,101,98,103,123,114
Oc1ccc(Cl)cc1/C=C1/CCc2cc3cc(Cl)ccc3[o+]c21,103,84,98,105,130,103,118,110,107
Cc1ccc(C(=O)OCC(=O)Nc2ncc(Cl)c(C)c2Cl)s1,91,81,107,124,119,76,.,98,103
CN(C)CCCN(c1nc(C(Cl)(Cl)Cl)ns1)c1nc(C(Cl)(Cl)Cl)ns1,44,-85*,42,75,64,74,37,55,42
C=CCC(=O)N[C@@H](/C=C/C(=O)O)Cc1ccc(-c2cc(Cl)cc(Cl)c2)cc1,82,69,82,85,73,.,81,90,90
Clc1cccc(-c2nc(N3CCOCC3)c3c4c(sc3n2)CCCC4)c1,85,93,97,110,100,115,115,99,96

# Remaining list, next part:
SMILES,CAKI-1,UO-31,SN12C,DU-145,TK-10,A498,RXF 393,ACHN,786-0
NN1CCc2ccccc2C1,.,77,112,122,100,.,114,106,111
CCOC(=O)C(Cc1c[nH]c2ccccc12)(NC(C)=O)C(=O)OCC,98,82,96,109,102,79,107,106,110
COc1ccc2c(c1)Cc1ccccc1C2=O,88,80,100,.,110,74,108,99,98
CC(NC=O)C(=O)O (stereo not given),103,85,109,108,104,104,106,107,107
CCOc1ccc(-n2nc(C(=O)Nc3cc(OC)c(OC)c(OC)c3)nc2-c2cc(OC)c(OC)c(OC)c2)cc1,77,53,.,99,104,67,84,86,77
C=CCN(CC=C)CCN(CC=C)CC=C,95,99,117,111,101,112,128,110,.
COc1ccc(/C=N/NC(N)=S)cc1S(=O)(=O)O,112,103,111,90,94,88,99,100,106
O=[N+]([O-])c1ccc(N/N=C2/CC3CCC2C3)c([N+](=O)[O-])c1 (stereo not given),95,80,94,95,88,.,100,102,90
C=C1C(=O)O[C@H]2[C@H]1CC/C(COC(=O)c1cc(OC)c(OC)c(OC)c1)=C\CC[C@@]1(C)O[C@@H]21,.,-99*,-5.9*,-24*,-64*,60,-88*,-88*,-91*
C/C(=N\NC(=S)Nc1cccc(Cl)c1Cl)c1sc(Nc2ccccc2)nc1C,80,84,105,100,131,70,108,98,99
CNC(=O)c1n[nH]n2c1nc(=O)c1c(C)c(C)sc12,.,76,96,101,98,109,104,101,108
OCc1cc(Cl)cc(Cl)c1O,104,81,101,109,107,113,109,100,120
NC(=O)N/N=C/CSCc1ccccc1,.,96,106,102,91,91,100,.,97
Cc1ccc(NC(=O)NNC(=O)/C=C/c2cn(-c3ccccc3)nc2-c2ccc(C)cc2)cc1,93,76,91,103,110,83,94,104,97
c1ccc2c(c1)C(=NCCCN1CCCCCC1)c1cccn1-2,66,74,88,.,103,43,.,89,96
COc1ccc(Nc2c3c4c(cccc4[nH]c2=O)C(=O)c2ccccc2-3)cc1,12,30,40,-21*,29,23,.,24,12
Nc1ncnc2c1c(-c1ccccc1)nn2CC(=O)N1CCCCC1,95,75,94,101,109,108,95,96,100
CCOC(=O)c1ccc2nc(C(F)(F)F)c(C(=O)c3cccs3)nc2c1,87,95,109,110,111,89,126,93,105
Cc1ccc(NC(=O)N2c3ccccc3SC2c2ccco2)c(C)c1 (stereo not given),80,53,94,108,106,89,113,91,95
COc1cc2c3c(n(CCCN4CCN(CCCn5c6c(c7cc(OC)c(OC)cc7c5=O)C(=O)c5cc7c(cc5-6)OCO7)CC4)c(=O)c2cc1OC)-c1cc2c(cc1C3=O)OCO2,93,88,110,96,123,148,108,104,111
N#C/C(=C\c1ccc(Br)cc1)C(N)=O,101,97,98,107,98,.,109,104,99
COc1cccc2c1O/C(=C\c1ccc([N+](=O)[O-])s1)C2=O,91,-0.1*,70,80,74,109,26,67,103
CCC(C)[C@H](NC(C)=O)C(=O)N[C@@H](CCCNC(=N)N)C(=O)N[C@@H](CCCCN)C(=O)N[C@@H](CC1CCC(O)CC1)C(=O)NC(C(=O)N[C@@H](CCSC)C(=O)N[C@@H](CCCNC(=N)N)C(=O)N[C@@]1(C)CCC/C=C\CCC[C@@](C)(C(=O)NC(C(=O)N[C@@H](CCC(=O)O)C(=O)N[C@@H](CC(C)C)C(=O)N[C@H](C(=O)N[C@@H](CCC(=O)O)C(N)=O)C(C)C)[C@@H](C)O)NC(=O)[C@H](CCC(N)=O)NC(=O)[C@H](CC(C)C)NC(=O)[C@H](CC(C)C)NC1=O)[C@@H](C)O (stereo not given in full),99,106,93,94,96,120,86,106,99
COc1ccc(C(=O)N=Nc2c(O)n(C)c3ccccc23)cc1,82,69,95,108,146,99,100,91,106
O=S(=O)(c1ccccc1)n1ccc2c1-c1oncc1CCC2,89,99,96,120,108,83,110,97,102
CC[C@@H](C)[C@H](NC(=O)Cn1cc(CNC(=O)[C@@H](NC(=O)OCc2ccccc2)C(C)C)nn1)C(=O)O,88,95,97,114,112,99,104,.,106
Cn1cccc1-c1cc(-c2ccc(Br)cc2)n(Cc2ccccc2)c(=O)c1C#N,82,81,92,115,111,90,100,105,88
COc1ccc(-c2ccc(SCC(=O)NCCc3ccc(S(N)(=O)=O)cc3)nn2)cc1,91,77,87,96,88,123,80,89,86
O=C1NC(=NC2CCCCCC2)N/C1=C\c1ccc2ncoc2c1,10,4.4*,21,31,44,-9.1*,-8.8*,9.9*,41
COc1cc(C(O)CCN(CCO)Cc2ccccc2)cc(OC)c1OC (stereo not given),100,95,101,118,102,97,116,97,100
CCN1CCN(C(=O)[C@]23CC[C@@H](C)[C@H](C)[C@@H]2C2=CC[C@@H]4[C@@]5(C)C/C(=C/c6cccnc6)C(=O)C(C)(C)[C@@H]5CC[C@@]4(C)[C@]2(C)CC3)CC1,40,10,30,48,43,44,3.1*,21,42
O=C(CCc1nnc2sc(OCc3ccccc3)nn12)c1nc2ccc([N+](=O)[O-])cc2[nH]1,.,67,106,103,131,111,123,97,108
CC(C)(C(O)c1ccccc1)[N+](=O)[O-] (stereo not given),102,77,107,104,127,.,106,100,102
COC(=O)C1(C)CCC(C)C(=O)O1 (stereo not given),89,95,94,107,116,102,103,116,107
O=S(Cc1ccccc1)/C(=C/NC(=S)Nc1cc(Cl)ccc1Cl)c1ccccc1 (stereo not given),97,84,99,106,107,101,103,100,102
O=C1/C(=N\O)C(c2ccccc2)Oc2ccccc21 (stereo not given),70,76,112,116,73,118,108,101,86
COc1ccc(NC(=S)N/N=C/c2ccnc(F)c2)cc1,74,83,99,104,113,106,104,108,92
CCN(CC)N=Nc1ccc(S(N)(=O)=O)cc1,98,79,100,108,99,.,103,103,95
N#Cc1c(-c2ccccc2)nc(SCC(=O)c2ccc(Br)cc2)[nH]c1=O,98,80,113,106,100,85,107,106,93
COc1cc(OC)cc(/C(C#N)=C/c2nc3c(N4CCOCC4)nc(Cl)nc3n2C)c1,94,76,98,105,107,80,115,96,97
O=C(CC(=O)C(F)(F)C(F)(F)C(F)(F)F)c1ccc(Cl)s1,96,96,101,106,118,109,114,103,100
Cc1c(CCO)c(=O)n2n1CCCC2,96,94,103,103,105,94,105,103,106
O=[N+]([O-])/C(=C\c1ccco1)c1ccccc1,97,67,91,105,100,127,95,94,94
O=C1c2cc3c(cc2-c2c1c1cc(F)c(F)cc1c(=O)n2CCCn1ccnc1)OCO3,3.0*,-24*,-1.1*,10.0*,30,-74*,-22*,-56*,8.0*
CC(C)S(=O)(=O)O,98,74,108,108,99,92,115,107,106
O=C1NC(=O)/C(=C/c2ccc(OCc3cc4ccccc4nc3Cl)cc2)S1,97,81,96,100,110,100,111,93,94
COc1cc(CCC[P+](c2ccccc2)(c2ccccc2)c2ccccc2)c(OC)c(OC)c1OC,40,44,77,80,91,-6.1*,54,83,75
CC[C@H](CC[C@@H](C)[C@H]1CC[C@H]2[C@@H]3CC[C@@H]4/C(=C\c5ccco5)C(=O)/C(=C\c5ccco5)C[C@]4(C)[C@H]3CC[C@]12C)C(C)C,89,81,96,108,119,100,119,103,107
O=C(Nc1nnc(C(F)(F)F)s1)c1c(F)cccc1F,.,89,77,114,110,99,110,100,100
O=C1CC=C(Nc2ccc(C(=O)Nc3cccc(Cl)c3Cl)cc2)N=N1,.,89,86,86,102,82,52,55,55
# Additional entries.
SMILES,CAKI-1,UO-31,SN12C,DU-145,TK-10,A498,RXF 393,ACHN,786-0
CCCCn1c(=N)c(S(=O)(=O)c2ccccc2)cc2c(=O)n3ccccc3nc21,86,61,96,92,89,18,97,97,82
CCCCn1cnc2c(SC)nc(N)nc21,81,94,99,106,101,88,124,105,88
C/C(=N\NC(=O)Cn1c(C(C)C)nc2ccccc21)c1ccc(Br)c([N+](=O)[O-])c1,95,101,107,104,104,87,98,95,102
CC(C)=CCC[C@](C)(O)[C@H]1CC[C@]2(C)[C@@H]1CC[C@@H]1[C@@]3(C)C/C(=C/c4ccco4)C(=O)C(C)(C)[C@@H]3CC[C@]12C,91,89,97,113,103,86,111,102,100
COc1cc(-c2nn(CNc3ccc(C(C)=O)cc3)c(=S)o2)cc(OC)c1OC,96,96,.,105,79,92,119,101,96
O=c1cc(Cn2cc(CSc3nc4cc(Cl)ccc4o3)nn2)c2ccccc2o1,100,95,106,109,113,97,103,116,101
COc1ccc(Cn2nc3c(c2-c2ccc(OC)cc2)-c2oncc2CC3)cc1,74,61,87,104,107,91,.,105,95
CCOC(=O)C1=C(C)N=C2Sc3ccccc3N2C1c1cn[nH]c1-c1ccc(F)cc1 (stereo not given),92,73,89,101,89,79,95,108,85
Cc1ccc(Nc2nc(-c3ccc(F)cc3)c(C#N)c(=O)n2C)cc1,59,45,63,73,55,43,50,63,67
COc1ccc2nc3c(n2c1)C(=O)C(=O)c1ccccc1-3,.,-64*,-88*,-92*,48,69,-17*,-51*,8.6*
CC1=NN(c2ccc(S(=O)(=O)O)cc2)C(=O)/C1=C/c1ccc(Cl)cc1,92,68,101,122,105,111,111,110,103
O=[N+]([O-])c1cccc(CO/N=C/c2ccccc2O)c1,88,47,78,116,113,110,84,96,91
COc1ccc(-c2[nH]ncc2C2OC[C@@]3(C)[C@H]4CCC5(C)OC(C6=CCOC6=O)C[C@H]5[C@]4(C)CC[C@H]3O2)cc1 (stereo not given in full),75,55,84,96,120,120,93,82,97
O=C1COc2cc(O)ccc21,104,84,106,115,110,.,124,105,110
O=S(=O)(c1ncsc1-c1ccccc1)N1CCN(c2ccccc2)CC1,89,86,102,100,94,89,106,106,97
N=C(N)Sc1cc(O)ccc1O,130,99,98,120,120,110,121,108,126
CCCCCCCCOC(=O)c1ccc(O)c(OC)c1,92,51,86,104,99,.,100,103,106
C/C([O-])=c1\c(C)nn2ccc[n+]12,77,92,108,102,76,132,143,103,107
CNC1=CC(=O)c2c(C(=O)OC)c(C)[n+]([O-])c(C)c2C1=O,74,91,40,69,133,103,74,74,98

# Screening data (PubChem)
